12-LOX inh: ALOX12 (human) lipoxygenase inhibition. purified 12hLO, xylenol orange hydroperoxide absorbance. hit rate 1.1% among 580,000. Potency, µM (series often up to 108 µM), for inactives: at the top dose activity change, negative = inhibition, usual class: inhibitors; also: potency is read from the fitted curve at half-maximal effect; % is scaled to controls: 0 for no effect and ±100 for the full control effect
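Purified human 12hLO at 150 nM in 25 mM Hepes, 0.01% Triton X-100, pH 7.0, preincubated 15 min at room temperature with compound. Reaction started with 40 uM arachidonic acid, 30 min at room temperature. Hydroperoxide measured by Fe-xylenol orange, 573/405 nm absorbance ratio.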
APEX1 inh: APE1 (human) endonuclease inhibition | hit rate 0.35% among 350,000 | recombinant APE1, TAMRA/BHQ-2 abasic DNA cleavage fluorescence | P27695 | AID 2517 | Potency, µM (top dose mostly 65.8 µM), for the others: at the highest dose activity change, negative = inhibition, actives largely listed as inhibitors;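 also: potency is read from the fitted curve at half-maximal effect; plate controls were vehicle for no effect and reference inhibitor for full effect; nearly all actives have a fitted effect of over 55% in size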
Target sequence (P27695 whole entry, looked up): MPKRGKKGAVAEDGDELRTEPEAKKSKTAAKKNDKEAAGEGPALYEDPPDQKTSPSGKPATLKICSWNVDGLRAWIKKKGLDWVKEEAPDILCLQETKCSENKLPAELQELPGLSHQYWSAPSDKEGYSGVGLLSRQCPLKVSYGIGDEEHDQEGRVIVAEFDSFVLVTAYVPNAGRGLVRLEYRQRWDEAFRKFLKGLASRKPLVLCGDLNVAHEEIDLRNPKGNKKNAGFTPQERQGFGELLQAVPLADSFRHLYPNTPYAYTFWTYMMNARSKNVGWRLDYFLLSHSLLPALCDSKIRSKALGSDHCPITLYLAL
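Quantitative HTS: incision of a TAMRA/BHQ-2 double-stranded substrate bearing a tetrahydrofuran abasic site by 0.75 nM APE1 raises fluorescence. Substrate 50 nM final, added after 15 min compound preincubation at room temperature; progress as third-minus-first kinetic read difference.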
Pol eta inh: inhibitors of human DNA polymerase eta; Q9Y253; recombinant Pol eta, fluorescent DNA replication assay; Potency, µM (titrated, usually from 114 µM), inactives show at the top dose activity change, negative = inhibition, hits mostly inhibitors; hit rate 1.2% among 390,000; also: potency is read from the fitted curve at half-maximal effect; % is scaled to controls: 0 for no effect and ±100 for the full control effect
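Fluorescent replication assay: 50 nM final substrate added after a 15 min room-temperature compound preincubation with 10 nM enzyme. Signal taken at 0 min and again at 10 min.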
LDHA block: inhibitors of human lactate dehydrogenase A. hit rate 0.15% among 480,000. P00338. activity change, % (values are at about 110 or 230 µM). AID 1347041. purified LDHA, NADH/diaphorase-resazurin fluorescence; active compounds read low; in the data active = activity change below about -30%; inconclusive = mostly about -25% to -30%;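 also: plate controls were DMSO wells for no effect and wells without enzyme for full effect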
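LDH5 2 nM; NADH 0.06 mM, pyruvate 0.2 mM; 200 mM Tris pH 7.4, EDTA, Tween-20; 5 min RT. Detection: diaphorase 0.133 mg/mL + resazurin 37 µM, fluorescence ex540/em590 at 0 and 20 min; normalized to enzyme-free and DMSO wells.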
RGS4 inhibitor: inhibitors of human regulator of G protein signaling 4; AID 504845; hit rate 0.039% among 390,000; P49798; Potency, µM (series often up to 114 µM), inactives show at the highest dose activity change, negative = inhibition, hits mostly inhibitors; Transcreener GDP fluorescence polarization, RGS4-accelerated GTP hydrolysis; also: potency is read from the fitted curve at half-maximal effect; % is scaled to controls: 0 for no effect and ±100 for the full control effect; nearly all actives have a fitted effect of over 75% in size; some results filed as inactive show a strong effect at the top dose
Target sequence (P49798 whole entry, looked up): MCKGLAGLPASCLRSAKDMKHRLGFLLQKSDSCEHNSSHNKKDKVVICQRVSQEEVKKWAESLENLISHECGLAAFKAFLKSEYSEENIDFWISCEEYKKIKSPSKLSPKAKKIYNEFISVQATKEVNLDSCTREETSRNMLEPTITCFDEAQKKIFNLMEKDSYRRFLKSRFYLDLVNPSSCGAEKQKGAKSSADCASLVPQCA
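MLSMR compounds (23 nl, pin-transferred) preincubated 10 min at room temperature with a 500nM (2x) first reagent, then RGS4 at 900nM (2x) plus Transcreener GDP mix added; fluorescence polarization (620/688 nm) read before and after 90 min at 30 °C.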
ERG Ets-DNA blk: inhibitors of human ERG Ets domain-DNA interaction; fluorescence polarization, His-ERG Ets domain / labelled DNA; Potency, µM (series often up to 76.9 µM), for inactives: at the top dose FP activity, negative = inhibition, actives largely listed as inhibitors; hit rate 0.028% among 370,000; AID 624246; active = well fitted inhibition curve with a large enough effect in the polarisation, with a control signal flat; inconclusive = small, poorly fitted or top-dose-only effect, or effect the other way, or a change in a side signal; inactive = no such curve, though single readings can be large or run the other way; the % refers to the polarisation;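 also: polarization taken with two DNA probes labelled with fluorescein and Texas red; potency is read from the fitted curve at half-maximal effect; % of control where 0% means no effect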
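His-tagged ERG Ets domain (1 uM in the protein solution; 300mM KCl, 50mM Tris-HCl, 1mM EDTA, 1mM DTT, pH 7.5) received compound, then a probe mix of 5 nM fluorescein-DNA and 100nM Texas-615-DNA. Fluorescence polarization was read for both dyes.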
POLK inh: inhibitors of human DNA polymerase kappa | Potency, µM (highest dose often 107 µM), without a hit: at the highest dose activity, negative = inhibition, usual class: inhibitors | Q9UBT6 | purified Pol kappa, fluorescent DNA synthesis assay, 10 min | hit rate 0.53% among 400,000; also: potency is read from the fitted curve at half-maximal effect; % is scaled to controls: 0 for no effect and ±100 for the full control effect
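50 nM final substrate added after 15 min RT preincubation of 10 nM Pol kappa with compound; fluorescence read at 0 and 10 min.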
Apoferritin bind: binds horse apoferritin like a general anesthetic; P02791; apoferritin/1-aminoanthracene competitive binding, fluorescence; Potency, µM (top dose mostly 77.5 µM), inactives show at the highest dose activity change, negative = displacement, most hits filed as inhibitors; hit rate 0.074% among 350,000; AID 485281; also: potency is read from the fitted curve at half-maximal effect; % is scaled to controls: 0 for no effect and ±100 for the full control effect; nearly all actives have a fitted effect of over 20% in size
Target sequence (P02791 2-175 limits assumed): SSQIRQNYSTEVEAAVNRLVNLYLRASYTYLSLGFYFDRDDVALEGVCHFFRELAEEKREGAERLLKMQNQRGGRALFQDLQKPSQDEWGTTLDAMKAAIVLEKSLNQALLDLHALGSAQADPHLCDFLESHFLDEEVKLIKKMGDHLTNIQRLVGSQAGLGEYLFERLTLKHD
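Concentration-response curves derived by four-parameter Hill fitting of normalized fluorescence, where compounds displaced 1-AMA from 10 uM horse apoferritin following a brief 10 min room-temperature incubation; propofol titration acted as positive control.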
POLB inh: DNA polymerase beta (human) inhibition | P06746 | Potency, µM (series often up to 114 µM), for inactives: top-dose activity change, negative = inhibition, most hits filed as inhibitors | hit rate 1.3% among 340,000 | Pol beta primer extension/strand displacement, fluorescence kinetic; also: potency is read from the fitted curve at half-maximal effect; % is scaled to controls: 0 for no effect and ±100 for the full control effect
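Enzyme-only controls used 10 nM Pol beta; buffer lacking enzyme served as negative control. Compound preincubated 15 min, then 50 nM substrate added; 0 and 10 min reads at room temperature.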
The depositor's hits bear a star; ? = inconclusive; . = not tested or not shown; [ ] = dose if it differs, or a comment. Unless noted, calls follow the shape of the dose curve; as a rule, active = well fitted curve in the direction sought with a large enough effect; inconclusive = small, poorly fitted or top-dose-only effect, or another doubt; inactive = no such curve, though single readings can be large; an effect the other way counts as inactive or inconclusive. Only part of the results is shown. The share of hits here may be higher or lower than overall.

SMILES	12-LOX inh	APEX1 inh	Pol eta inh	LDHA block	RGS4 inhibitor	ERG Ets-DNA blk	POLK inh	Apoferritin bind	POLB inh
COc1cccc(NC(=O)CSC2=Nc3ccccc3C3=NC(CC(=O)NCc4ccccc4OC)C(=O)N23)c1 (centres undefined)	?	.	5.6%	0.5	12.0%	7.1%	-10.0%[60.1 µM]	-13.4%	1.1%
O=C(NCCNC(=O)c1cccc(O)c1)c1cccc(O)c1	10.1%	41.4%	-11.1%	2.0	1.9%	3.1%	2.0%	-3.9%	2.9%
COc1ccc(C(=O)/C=C/Nc2ccc(S(=O)(=O)Nc3cc(OC)nc(OC)n3)cc2)c(OC)c1	-14.4%	-12.3%	9.4%	2.5	8.5%	-2.6%	?	-7.0%	-22.1%
COc1ccc(C2CC(C(F)(F)F)n3ncc(C(=O)NCc4cccnc4)c3N2)cc1OC (centres undefined)	-0.9%	1.5%	1.6%	-4.8	4.1%	0.1%	-10.9%	-2.1%	18.2%
Fc1ccccc1Cc1noc(CN2CCN(C/C=C/c3ccccc3)CC2)n1	2.7%	-1.1%	-12.5%	1.8	15.6%	-0.1%	8.8%	-6.3%	1.5%
CN(Cc1ccc(OC(F)F)cc1)C(=O)C1CCN(S(=O)(=O)c2ccc3c(c2)OCCO3)CC1	-9.2%	14.8%	-10.1%	-3.4	4.5%	-5.2%	-1.7%	.	.
O=C1S/C(=C/c2ccccc2F)C(=O)N1CCN=C1NS(=O)(=O)c2ccccc21	7.1%	-2.6%	-11.8%	-3.9	-15.8%	-0.7%	-2.5%	5.8%	0.0%
O=C(c1ccc(-c2cccc(Cl)c2)o1)N1CCN(c2ccc([N+](=O)[O-])cc2)CC1	9.1%	4.1%	-16.8%	-5.0	?	-2.5%	-3.8%	-1.7%	2.4%
Cc1cccc(-n2c(C)c(-c3ccccc3)[nH]c2=S)c1	?	9.2%	-3.7%	-5.2	-45.4%	-9.6%	-7.9%	-15.1%	2.7%
Cc1csc(NC(C)c2nc3cc(Cl)c(Cl)cc3n2CCCO)n1 (centres undefined)	-0.1%	.	-16.1%	1.6	-5.8%	-7.7%	-11.1%	.	.
CCNC(=S)NNC(=O)c1ccncc1	-7.8%	4.1%	-20.5%	0.2	4.8%	1.5%	-5.6%	-3.3%	23.6%
Cc1cccc(C)c1NC(=O)CN(C)C(=O)c1cccc(S(=O)(=O)N2CCN(C)CC2)c1	-19.7%	6.8%	-19.4%	-1.4	4.8%	3.3%	0.3%	.	.
COc1cc(C(=O)N2CCN(c3cccc(C(F)(F)F)c3)CC2)ccc1OCC(=O)N1CCOCC1	7.8%	.	-10.9%	-0.9	-3.1%	7.3%	-8.7%	.	.
CCc1cc(=O)oc2cc(OCC(=O)OC)c(Cl)cc12	-15.9%	10.5%	-7.0%	-0.2	-21.9%	-0.1%	4.7%	-0.6%	8.9%
COc1cc(OC)c(C=NNC(=S)NC23CC4CC(CC(C4)C2)C3)c(OC)c1	12.6µM*	.	-18.1%	-6.2	-25.7%	1.9%	-18.3%	.	.
Cn1c(COc2ccccc2)nnc1SCc1nc2ccccc2[nH]1	0.2%[57.4 µM]	-2.4%	-9.1%	0.9	-4.0%	2.4%	-0.2%	1.3%	-0.5%
Cc1cc(C(=O)OCC(=O)NC2CC2)ccc1[N+](=O)[O-]	-6.8%	-1.6%	1.6%	-3.8	14.4%	.	-13.6%	.	.
CCc1[nH]nc2c1C(c1ccc(C)o1)C(C#N)=C(N)O2 (centres undefined)	-1.6%	7.0%	-11.4%	0.6	-1.8%	10.8%	-1.3%	-1.4%	-8.4%
Cc1cc(C)c(NC(=O)C2CCN(S(=O)(=O)c3c(C)noc3/C=C/c3ccccc3F)CC2)c(C)c1	-25.0%	.	-11.9%	-4.2	9.7%	-4.7%	-10.3%[60.1 µM]	5.8%	22.3%
O=c1c(O)c(-c2ccccc2O)oc2cc(O)cc(O)c12	-10.8%	-4.8%	.	.	.	.	3.9%[60.1 µM]	-6.8%	.

One compound at a time, as listed above.
Profile of Cc1cc(C(=O)OCC(=O)NC2CC2)ccc1[N+](=O)[O-] = 12-LOX inh = -6.8%; APEX1 inh = -1.6%; Pol eta inh = 1.6%; LDHA block = -3.8; RGS4 inhibitor = 14.4%; ERG Ets-DNA blk = .; POLK inh = -13.6%; Apoferritin bind = .; POLB inh = .
Profile of CCc1[nH]nc2c1C(c1ccc(C)o1)C(C#N)=C(N)O2 (centres undefined) = 12-LOX inh = -1.6%; APEX1 inh = 7.0%; Pol eta inh = -11.4%; LDHA block = 0.6; RGS4 inhibitor = -1.8%; ERG Ets-DNA blk = 10.8%; POLK inh = -1.3%; Apoferritin bind = -1.4%; POLB inh = -8.4%

Further compounds.
SMILES	12-LOX inh	APEX1 inh	Pol eta inh	LDHA block	RGS4 inhibitor	ERG Ets-DNA blk	POLK inh	Apoferritin bind	POLB inh
CCOc1ccc(NC(=O)Nc2ccccc2SC)cc1	1.2%	-1.9%	-4.5%	0.5	15.0%	6.4%	-9.4%	-4.6%	6.6%
Cc1cc(C)c(NC(=O)CSc2nc(=O)n(CCN3CCOCC3)c3c2CCC3)c(C)c1	-19.2%	12.6%	-12.7%	0.2	?	4.4%	-9.3%	.	.
CC(C)(C)OCC(NC(=O)C(CC(N)=O)NC(=O)OC(C)(C)C)C(=O)OC(C)(C)C (centres undefined)	-14.8%	1.6%	1.0%	-5.7	-31.3%	3.9%	-14.3%	-14.3%	20.6%
O=C(COc1coc(CN2CCN(c3ccccc3)CC2)cc1=O)NC1CCCC1	3.8%	23.6%	-9.3%	-2.0	-23.4%	8.7%	-3.9%	.	.
CCN(C(=O)c1cc(Cl)ccc1OC)C1CCCCC1	0.0%	1.9%	-8.5%	3.0	-6.2%	-2.8%	4.9%	-12.9%	-3.0%
Cc1cc(C)c2c(c1)c1nnc(SCCN3CCCCC3)nc1n2C	0.3%	-30.7%	2.8%	-3.6	-3.0%	-7.6%	-9.8%	0.4%	1.2%
CCOC(=O)CN1C(=O)C(O)=C(C(C)=O)C1c1ccccc1 (centres undefined)	0.0%	-1.2%	-21.3%	0.8	13.5%	3.3%	-13.6%	-16.5%	-22.6%
Cc1ccnc2nc(C(=O)OCC(=O)N3CC(C)CC(C)C3)nn12 (centres undefined)	-11.2%	5.2%	-22.9%	-6.5	7.9%	-0.6%	-4.3%	.	.
COCc1cc(C)nc(SCC(=O)Nc2cccc3cccnc23)c1C#N	17.7%	1.2%	0.1%	-8.4	-4.2%	8.7%	-5.8%	-6.0%	-15.0%
COc1ccc(Cl)cc1NC(=S)NCCc1c[nH]c2ccccc12	?	-6.7%	-16.6%	2.4	-7.6%	-5.3%	-2.6%	-4.3%	3.3%
O=C(CNC(=O)c1ccc(F)cc1)NCc1ccc(S(=O)(=O)N2CCOCC2)cc1	2.1%	9.5%	-5.7%	-6.1	8.6%	10.1%	3.5%	.	.
CCN(CC)c1ccc(NC(=O)c2cc(C)nc3c2c(C)nn3-c2ccc(C)cc2)c(C)c1	-24.8%	.	-7.7%	9.8	21.1%	8.8%	-5.2%	-1.7%	-14.6%
CC(C)Sc1nnc(NC(=O)CCc2ccccc2)s1	9.5%	19.5%	-22.2%	-2.8	-4.1%	-1.4%	0.7%	-5.3%	5.7%
CC(NC(=O)C1CCCC1)C1CC2CCC1C2 (centres undefined)	-18.8%	11.8%	-9.5%	0.6	14.3%	-3.1%	-3.2%	-20.3%	11.9%
COc1cc(S(=O)(=O)N2CCN(c3ccc(F)cc3)CC2)ccc1Cl	-12.9%	-6.9%	-17.3%	2.8	-25.7%	0.1%	-2.0%	50.6%[activator]	0.9%
Nn1cnnc1SCC(=O)N(C1CCCCC1)C1CCCCC1	6.6%	4.4%	-19.4%	-5.8	5.3%	4.2%	4.6%	-5.2%	-12.1%
O=C(Nc1nccs1)Oc1ccccc1	0.0%	0.1%	-11.4%	-2.4	-5.7%	-9.0%	1.6%	-18.4%	0.9%
O=C(N/N=C/c1cc2c(c([N+](=O)[O-])c1)OCO2)c1ccncc1	?	-4.3%	-4.9%	10.5	-43.2%	16.1%	-6.8%	-7.8%	19.7%
COc1ccc(NC(=O)CS(=O)CC(=O)NC2CCCc3ccccc32)cc1 (centres undefined)	0.0%	-2.7%	4.3%	-9.1	-7.5%	2.0%	-17.7%	?	22.5%
COc1ccc(NC(=O)c2nnn(CC(=O)Nc3ccc4c(c3)OCO4)c2N)cc1OC	0.2%	-11.4%	?	-4.0	-31.4%	-2.1%	-21.7%	-7.4%	-9.1%
COc1ccc(NC(=O)NC23CC4(C)CC(C)(CC(C)(C4)C2)C3)cc1OC	-1.1%	1.3%	4.6%	1.2	-2.7%[11.4 µM]	15.8%	3.0%[60.1 µM]	-2.1%	20.2%
CC(C)COC(=O)N1C(COCc2ccccc2)CCC=CS1(=O)=O (centres undefined)	.	-13.8%	.	.	-10.7%	.	-11.2%	-11.2%	.
Cc1ccc(S(=O)(=O)N2CCc3cc(C(=O)NCCc4ccccc4)ccc32)cc1	-23.5%	.	-16.5%	2.2	6.1%	-6.5%	-19.1%	93.8%[activator]	15.2%
CC1CCCCN1C(=O)CNCC1CCCO1 (centres undefined)	-16.1%	2.3%	-9.7%	-12.9	-2.1%	-7.0%	-7.5%	-5.6%	0.8%
